# Bioassay records as filed in PubChem.
# GoLoco inh red – RGS12 GoLoco-Gai1 interaction inhibition | P63096 | Gai1:RGS12 GoLoco peptide FP, rhodamine, 10 min | Potency, µM (highest dose often 61.6 µM), without a hit: at the top dose activity, negative = inhibition, usual class: inhibitors | 0.44% of 230,000 active; active means well fitted inhibition curve with a large enough effect, not every such curve was filed as active; inactive means no such curve, though single readings can be large or run the other way; further: nearly all actives have a fitted effect of over 30% in size; many of its hits are not listed in these tables
# GAA inhib – blocks human lysosomal alpha-glucosidase; P10253; AID 1466; 0.005% of 200,000 active; Potency, µM (top dose mostly 76.9 µM), without a hit: at the top dose activity change, negative = inhibition, most hits filed as inhibitors; purified human GAA, 4-MU-alpha-glucoside fluorescence;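 further: plate controls were uninhibited enzyme wells for no effect and no-enzyme background for full effect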
#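 Compounds are titrated up to 77 uM against 4 nM human enzyme. Substrate 4-methylumbelliferyl-alpha-D-pyranoside (400 uM) reacts 20 min at room temperature in pH 5.0 buffer; liberated 4-methylumbelliferone is read at 440 nm.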
# TRb SRC2 PPI – disrupts binding of human TR beta to SRC2; P10828; TRbeta-SRC2 peptide binding, fluorescence polarization; receptor liganded with 1 µM T3; Potency, µM (titrated, usually from 106 µM), without a hit: at the top dose activity change, negative = inhibition, actives largely listed as inhibitors; 0.065% of 280,000 active;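 further: plate controls were bound peptide for no effect and peptide without receptor for full effect; nearly all actives have a fitted effect of over 50% in size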
# Target sequence (P10828 whole entry, looked up): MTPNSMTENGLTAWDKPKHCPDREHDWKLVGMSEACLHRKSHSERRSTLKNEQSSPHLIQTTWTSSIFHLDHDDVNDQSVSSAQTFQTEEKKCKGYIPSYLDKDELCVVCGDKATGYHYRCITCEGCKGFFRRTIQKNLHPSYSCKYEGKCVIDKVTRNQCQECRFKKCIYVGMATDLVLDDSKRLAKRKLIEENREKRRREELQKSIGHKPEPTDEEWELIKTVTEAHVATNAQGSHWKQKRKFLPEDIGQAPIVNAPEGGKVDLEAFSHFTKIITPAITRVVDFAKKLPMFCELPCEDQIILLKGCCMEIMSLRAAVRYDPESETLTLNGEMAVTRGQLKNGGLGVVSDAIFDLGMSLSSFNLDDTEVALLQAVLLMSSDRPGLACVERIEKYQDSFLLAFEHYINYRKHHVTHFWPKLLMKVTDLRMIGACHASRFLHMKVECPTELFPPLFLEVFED
#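 Read-out is fluorescence polarization (555 nm excitation, 632 nm emission) of a Texas Red SRC2 coactivator peptide; loss of signal reflects blocked binding to human TRb ligand-binding domain in the presence of 1 uM T3.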
# L3MBTL1 block – blocks human L3MBTL1; Q9Y468; AlphaScreen L3MBTL1–H3K9me1 peptide binding; Potency, µM (top dose mostly 57.1 µM), without a hit: at the highest dose activity, negative = inhibition, most hits filed as inhibitors; 0.66% of 230,000 active; AID 485360; further: nearly all actives have a fitted effect of over 60% in size
#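 Read-out is AlphaScreen signal from streptavidin donor and nickel chelate acceptor beads (10 ug/mL final each) bridging L3MBTL1 (50 nM) and biotinylated K9-monomethylated H3(1-15) peptide (75 nM), after 30 min compound exposure at room temperature.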
# RECQ1 helicase – inhibitors of human RECQ1 DNA helicase; P46063; Potency, µM (top dose mostly 57.3 µM), for the others: at the top dose activity, negative = inhibition, actives largely listed as inhibitors; 0.54% of 240,000 active; RECQ1 DNA unwinding, red fluorescence kinetic read;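 further: plate controls were vehicle for no effect and no enzyme for full effect; nearly all actives have a fitted effect of over 30% in size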
# Target sequence (P46063 whole entry, looked up): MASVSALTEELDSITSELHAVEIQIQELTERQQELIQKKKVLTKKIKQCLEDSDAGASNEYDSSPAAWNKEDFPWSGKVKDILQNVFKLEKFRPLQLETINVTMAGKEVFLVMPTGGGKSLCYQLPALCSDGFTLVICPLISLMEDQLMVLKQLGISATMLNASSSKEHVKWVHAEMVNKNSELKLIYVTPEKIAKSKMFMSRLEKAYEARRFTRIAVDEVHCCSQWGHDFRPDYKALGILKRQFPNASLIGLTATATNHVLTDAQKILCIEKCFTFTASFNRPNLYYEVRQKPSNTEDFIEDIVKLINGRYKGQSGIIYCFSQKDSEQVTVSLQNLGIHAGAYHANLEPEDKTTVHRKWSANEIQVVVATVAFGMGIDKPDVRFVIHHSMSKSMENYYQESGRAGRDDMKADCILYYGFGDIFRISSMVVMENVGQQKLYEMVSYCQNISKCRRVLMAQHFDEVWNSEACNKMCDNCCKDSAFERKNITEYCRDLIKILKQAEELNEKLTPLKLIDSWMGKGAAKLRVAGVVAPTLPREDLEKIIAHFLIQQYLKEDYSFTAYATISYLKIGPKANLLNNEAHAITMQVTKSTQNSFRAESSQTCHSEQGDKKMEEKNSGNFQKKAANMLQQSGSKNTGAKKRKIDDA
#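 RECQ1T1 50 nM; forked duplex (20 bp + 30-nt ss tails) 200 nM, ATP 2 mM final; pH 8.0, 2 mM MgCl2, 2.5 ug/ml poly(dI-dC); 15 min compound preincubation; discontinuous kinetic read over 2 h at RT.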
# TR SRC2 fluor cs – Texas Red fluorescence interference in TRb-SRC2 counter-screen | TRb/SRC2 Texas Red total fluorescence interference | Potency, µM (titrated, usually from 106 µM), inactives show at the highest dose fluorescence change, negative = quenching | 0.29% of 280,000 active | AID 1479; active means well fitted curve in either direction with a large enough effect; inconclusive means small, poorly fitted or top-dose-only effect
#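 Human TRβ ligand-binding domain (0.6 uM) and Texas Red SRC2 peptide (20 nM) in Tris buffer with 1 uM T3 and 5% DMSO were incubated with pinned compound for 5 hr at ambient temperature. Total fluorescence was computed as S + 2P (555/632 nm).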
# GAA glycogen – GAA glycogen-cleavage inhibition or activation | AID 2100 | 0.38% of 300,000 active | P10253 | recombinant GAA, glycogen substrate, Amplex Red glucose oxidase fluorescence | Potency, µM (top dose mostly 76.4 µM), for inactives: top-dose activity change, negative = inhibition, usual class: inhibitors;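 further: 0% = full enzyme reaction and -100% = no-enzyme basal signal; the screen sought inhibitors and activators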
#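 qHTS, 1536-well; enzyme 4 nM final; cpd up to 77 uM; substrate bovine liver glycogen 30 ug; 50 mM citrate/phosphate pH 5.0, 0.01% Tween-20; 37 C, 40 min; Amplex Red detection 45 min RT; Hill fit → AC50.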
# aGlu spleen mod – inhibits or activates alpha-glucosidase in human spleen homogenate | P10253 | human spleen homogenate, 4-MU-alpha-glucoside fluorescence | Potency, µM (series often up to 79.9 µM), for the others: top-dose activity change, negative = inhibition, actives largely listed as inhibitors | 0.006% of 240,000 active | AID 2112;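 further: 0% = enzyme with vehicle and -100% = no enzyme basal signal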
#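 Human spleen homogenate (1 ug) incubated with compounds and 1 mM 4-methylumbelliferyl-alpha-D-glucopyranoside in pH 5.0 citrate/phosphate buffer, 37 C, 40 min. Stopped at pH 10; 4-MU fluorescence (Ex 365/Em 440 nm); AC50 by Hill fit.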
# * = called active by the depositor; i = inactive; ? = inconclusive; / = no result given; [ ] = dose if it differs, or a comment. Unless noted, the call rests on the fitted dose curve; in most records, active means well fitted curve in the direction sought with a large enough effect; inconclusive means small, poorly fitted or top-dose-only effect, or another doubt; inactive means no such curve, though single readings can be large; an effect the other way counts as inactive or inconclusive. Unless noted, on the % scale 0 is the no-effect control and ±100 the full control effect; potency means the concentration at half of the fitted maximal effect. An excerpt; rates above refer to the full screens.
SMILES,GoLoco inh red,GAA inhib,TRb SRC2 PPI,L3MBTL1 block,RECQ1 helicase,TR SRC2 fluor cs,GAA glycogen,aGlu spleen mod
O=S1(=O)N=C(N(CCO)/N=C/c2ccncc2)c2ccccc21,-19%,6%,-6%,/,2%,-5%,2%,0%
Cc1nnc(SCC(=O)N2CCc3ccccc3C2)n1-c1ccccc1,-18%,1%,2%[53 µM],6%,i,-3%[53 µM],1%,2%
CCOc1cc(/C=N/NC(=O)c2cccs2)cc([N+](=O)[O-])c1O,6%,7%,-5%,-3%,11%,-12%,2%,-1%
COc1cc(OC)c(OC)cc1CN1CCCC(C(=O)c2ccccc2SC)C1 (stereo not drawn),-2%,-5%,2%,?,-13%,0%,17%,-4%
Cc1ccc2nc(NC(=O)COC(=O)CSc3nc(C)cc(C)n3)sc2c1,150%[activator],-12%,1%,-7%,2%,2%,-12%,8%
CC(=O)c1cccc(NC(=O)C2CCCCC2)c1,-4%,-2%,-6%,4%,i,1%,12%,-15%
CC(C)(C)c1ccc(NC(=O)Nc2ccc(F)cc2)cc1,8%,7%,3%,6%,i,0%,-12%,-15%
COC(=O)C(NS(=O)(=O)c1ccc(C)cc1)c1ccccc1 (stereo not drawn),3%,-5%,-5%,28%,i,2%,-9%,-1%
CCOC(=O)C(=CN=C(N)Nc1nc2ccccc2o1)C(=O)OCC,11%,10%,1%,-4%,15%,-5%,7%,-9%
Cc1ccc(-c2csc(=Nc3cccnc3)n2CCCn2ccnc2)cc1C,0%,-2%,-7%[53 µM],?,-5%,-2%[53 µM],-3%,4%
CC(=O)C1=C(C)NC(SCC(=O)c2ccc(-c3ccccc3)cc2)=C(C#N)C1c1cccnc1 (stereo not drawn),136%[activator],-1%,-3%,-4%,-3%,-2%,-11%,-2%
CCn1c(NN)nc2sc3c(c2c1=O)CCC3,37%[activator],-7%,-11%,/,?,-5%,-3%,-6%
CCOCCn1c(CN2CCOCC2)nc2c1c(=O)[nH]c(=O)n2C,2%,-14%,5%,20%,-2%,-2%,0%,-5%
O=C(N/N=C/c1ccc2cccc(OCc3ccccc3)c2n1)c1ccc(Cl)cc1,-13%,7%,2%,0%,-18%,-6%,-2%,4%
O=C(Nc1cccc2nsnc12)C1CC(=O)N(c2ccccc2)C1 (stereo not drawn),11%,-16%,6%,/,12%,-4%,0%,-5%
CCCS(=O)(=O)N1CCN(c2ccccc2F)CC1,-19%,3%,-26%,-6%,-7%,0%,17%,-17%
Cc1[nH]c(=O)c(C#N)c2c1CSC(C)(C)C2,-15%,14%,-18%,2%,5%,-3%,-16%,-6%
COCCNC(=O)c1ccccc1NC(=O)c1ccccc1SC,-20%,?,9%,-9%,12%,-3%,-8%,-7%
Cc1ccc(Oc2nc3ccccc3n3cccc23)cc1,1%,2%,-1%,19%,i,-3%,1%,-8%
CC1CC(CC(C)C(=O)Nc2nncs2)C(=O)O1 (stereo not drawn),-19%,-7%,-17%,/,i,2%,4%,2%
O=C(N/N=C/C=C/c1ccc2c(c1)OCO2)c1ccc([N+](=O)[O-])cc1,8%,2%,0%,/,-5%,-5%,0%,-5%
CCCc1nnc(NC(=O)Cn2c(=O)sc3ccccc32)s1,/,1%,-2%,-1%,-5%,0%,19%,-2%
CCOCCCNC(=S)N1C2CCC1CC(NC(=O)NC13CC4CC(CC(C4)C1)C3)C2 (stereo not drawn),-9%,7%,-4%,2%,4%,-3%,-2%,-7%
COCCN(CCOC)S(=O)(=O)c1ccc(C(=O)Nc2nnc(C)o2)cc1,0%,0%,-3%,/,i,3%,-13%,3%

# Complete entries as entered above. Values in the order: GoLoco inh red | GAA inhib | TRb SRC2 PPI | L3MBTL1 block | RECQ1 helicase | TR SRC2 fluor cs | GAA glycogen | aGlu spleen mod
# O=C(Nc1cccc2nsnc12)C1CC(=O)N(c2ccccc2)C1 (stereo not drawn) is listed as 11% | -16% | 6% | / | 12% | -4% | 0% | -5%
# CCOCCCNC(=S)N1C2CCC1CC(NC(=O)NC13CC4CC(CC(C4)C1)C3)C2 (stereo not drawn) is listed as -9% | 7% | -4% | 2% | 4% | -3% | -2% | -7%
# O=C(N/N=C/C=C/c1ccc2c(c1)OCO2)c1ccc([N+](=O)[O-])cc1 is listed as 8% | 2% | 0% | / | -5% | -5% | 0% | -5%
# CCCc1nnc(NC(=O)Cn2c(=O)sc3ccccc32)s1 is listed as / | 1% | -2% | -1% | -5% | 0% | 19% | -2%
# CCCS(=O)(=O)N1CCN(c2ccccc2F)CC1 is listed as -19% | 3% | -26% | -6% | -7% | 0% | 17% | -17%

# More entries.
SMILES,GoLoco inh red,GAA inhib,TRb SRC2 PPI,L3MBTL1 block,RECQ1 helicase,TR SRC2 fluor cs,GAA glycogen,aGlu spleen mod
COc1cc(NC(=O)c2ccccc2)c(OC)cc1Cl,1%,-1%,0%,-5%,i,0%,-4%,5%
COCCN1C(=O)N[C@@H](c2cccc(C(F)(F)F)c2)C(C(C)=O)=C1C,-5%,/,2%,/,-5%,1%,/,-2%
Cn1nc(C(C)(C)C)cc1NC(=O)Nc1cc(Cl)cc(Cl)c1,-16%,-6%,4%,9%,-12%,-5%,-20%,0%
Cc1ccccc1OCC(=O)NN1C(=O)C2C3C=CC(O3)C2C1=O (stereo not drawn),-29%,-4%,-5%,3%[11.4 µM],i,0%,4%,-4%
COc1ccc(Cl)c(Cn2c(NCC(C)O)nc3c2c(=O)n(C)c(=O)n3C)c1 (stereo not drawn),-11%,4%,-3%,-1%,4%,-1%,-13%,6%
O=C(COC(=O)[C@H](Cc1ccccc1)NC(=O)c1cccs1)Nc1c(Cl)cccc1Cl,-4%,2%,1%,5%,-8%,-2%,-13%,-13%
COc1nc(N)c(S(=O)(=O)c2ccccc2)cc1C#N,15%,-11%,-5%,6%,-12%,0%,-13%,-4%
Cc1cccc(N2CCN(C(=O)C(C)C)CC2)c1C,7%,-1%,-5%,/,-9%,-5%,-1%,-20%
COC(=O)C1=C(C)N(C)C(=S)NC1c1ccccc1 (stereo not drawn),-11%,4%,-4%,25%,-9%,-7%,1%,2%
COc1cc([N+](=O)[O-])cc(/C=N/NC(=O)Cn2cncn2)c1O,12%,/,-2%,?,-7%,-2%,4%,-6%
COc1ccc(/C=N/NC(=O)Cc2cc(OC)c(OC)cc2[N+](=O)[O-])cc1,4%,5%,7%,2%,-9%,-6%,13%,-4%
COCCNC(=O)CCCC(=O)NCCOC,5%,-2%,0%,6%,i,-1%,-9%,1%
O=C(CCCNS(=O)(=O)c1ccc(Cl)c(Cl)c1)NCCc1ccccn1,-6%,0%,4%,3%,-1%,0%,9%,-1%
COc1cc(S(=O)(=O)N2CCC(N3CCCCC3)CC2)ccc1-n1cnnn1,6%,-11%,-6%,-10%,-16%,-2%,-1%,0%
COc1ccc(NS(=O)(=O)c2ccc(O)c(C(=O)OCC(=O)Nc3ccc4c(c3)OCCO4)c2)cc1,27%,1%,-8%,17%,-12%,0%,-3%,-2%
CCOc1ccc(C2C([N+](=O)[O-])=C(C)N(C)C(=O)N2C)cc1OC (stereo not drawn),-7%,14%,4%,-17%,-5%,0%,-5%,6%
CC(C)OC(=O)CSc1nnc(CNc2cccc(Cl)c2)n1C,5%,-1%,-3%,?,-1%,-7%,-1%,-6%
CC(C)C[C@H](NC(=O)[C@H](CO)NC(=O)[C@@H]1CCCN1C(=O)[C@H](Cc1ccc(O)cc1)NC(=O)[C@H](CC(C)C)NC(=O)[C@H](CC(C)C)NC(=O)[C@@H]1CCCN1C(=O)[C@@H](NC(=O)[C@H](CO)NC(=O)[C@H](CO)NC(=O)[C@H](CO)NC(=O)[C@H](CO)NC(=O)[C@@H]1CCCN1C(=O)[C@@H](NC(=O)[C@@H](N)CO)C(C)C)[C@@H](C)O)C(=O)N[C@@H](C)C(=O)N[C@@H](CC(C)C)C(=O)N1CCC[C@H]1C(=O)N[C@@H](C)C(=O)N1CCC[C@H]1C(=O)O,/,/,-2%,/,10%,-1%,/,-1%
N/C(=N\OC(=O)c1ccc(Cl)c([N+](=O)[O-])c1)c1ccccn1,3%,-3%,-1%,/,2%,-5%,-15%,6%
Cc1ccc(C)c(N2CCN(C(=O)CCc3nc4ccccc4[nH]3)CC2)c1,-7%,6%,-6%,4%,-4%,-1%,3%,3%
Cc1cccc(Nc2nnc(SCC3CCCCO3)s2)c1 (stereo not drawn),5%,-5%,-1%,9%,-3%,-1%,5%,-9%
C=CCc1ccccc1OCC(O)CN1CCN(C(=O)OCC)CC1 (stereo not drawn),-18%,-5%,-14%,44%[activator],-6%,0%,15%,-6%
CCC(=O)O[C@H]1C(O[C@@H]2C(C)[C@H](O[C@H]3C[C@@](C)(OC)C(O)C(C)O3)C(C)C(=O)OC(CC)[C@@](C)(O)C(O)[C@H](C)C(=O)C(C)C[C@]2(C)O)OC(C)CC1N(C)C (stereo partly drawn),-1%,/,7%,/,11µM*,-1%,/,-2%
CCOCC(=O)Nc1nnc(COCC)s1,6%,-5%,-4%,7%,i,0%,-17%,-7%
CSc1nnc2c(n1)OC1(Nc3ccccc3-2)C(=O)Nc2ccccc21 (stereo not drawn),7%,6%,5%,1%,i,-4%,-3%,-3%
Cc1ccc(C(=O)COC(=O)CNC(=O)CNC(=O)c2ccc(C)cc2)cc1,7%,1%,4%[53 µM],-19%,0%,0%[53 µM],5%,1%
CC(C)(C)N(Cc1cc2ccccc2[nH]c1=O)C(=O)c1ccco1,-8%,0%,-5%,/,i,0%,-1%,-3%
COC(=O)C1=C2SC(C)C(=O)N2C(N)=C(C#N)C1c1ccc(OC)c(OC)c1 (stereo not drawn),16%,3%,-15%,-9%,-8%,-2%,?,10%
Oc1ccc(Cl)cc1-c1cc(-c2ccco2)[nH]n1,14%,4%,-7%,-20%,-14%,-3%,-14%,-6%
CCC(=O)NC(=S)Nc1cccc(NC(=O)c2ccccc2Cl)c1,-7%,-3%,1%,1%,-9%,-1%,-12%,5%
